Compound activity from PubChem.
AHR activator: activators of human aryl hydrocarbon receptor; AHR-responsive luciferase reporter cells, luminescence; activation, % at 5 µM; 2.5% of 320,000 active; in the data active means activation above about 47%;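 further: 0% = vehicle wells and 100% = reference agonist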
Target sequence (P35869 whole entry, looked up): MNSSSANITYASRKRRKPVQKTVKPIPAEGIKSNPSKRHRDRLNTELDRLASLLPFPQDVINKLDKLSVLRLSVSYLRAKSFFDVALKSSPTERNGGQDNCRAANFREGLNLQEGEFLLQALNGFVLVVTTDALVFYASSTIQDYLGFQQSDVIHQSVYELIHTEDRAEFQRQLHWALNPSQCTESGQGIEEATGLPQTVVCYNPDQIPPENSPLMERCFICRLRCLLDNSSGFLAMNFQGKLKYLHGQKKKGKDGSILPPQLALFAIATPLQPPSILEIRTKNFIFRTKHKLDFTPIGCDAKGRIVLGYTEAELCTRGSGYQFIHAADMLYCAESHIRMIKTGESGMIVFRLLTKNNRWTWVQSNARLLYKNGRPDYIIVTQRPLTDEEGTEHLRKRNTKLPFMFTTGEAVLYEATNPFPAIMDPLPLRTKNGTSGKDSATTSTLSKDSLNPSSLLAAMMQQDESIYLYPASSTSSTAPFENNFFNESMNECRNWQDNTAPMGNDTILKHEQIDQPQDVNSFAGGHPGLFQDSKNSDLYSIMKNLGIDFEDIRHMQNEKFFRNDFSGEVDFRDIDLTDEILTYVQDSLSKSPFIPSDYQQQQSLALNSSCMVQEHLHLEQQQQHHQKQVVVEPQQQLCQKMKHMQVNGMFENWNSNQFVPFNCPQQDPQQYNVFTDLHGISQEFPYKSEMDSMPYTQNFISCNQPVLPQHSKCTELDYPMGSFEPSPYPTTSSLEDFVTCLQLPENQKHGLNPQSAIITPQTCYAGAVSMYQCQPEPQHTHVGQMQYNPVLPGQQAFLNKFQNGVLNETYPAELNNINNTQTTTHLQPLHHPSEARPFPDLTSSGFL
AGP1-GFP MLPCN: modulators of TOR pathway AGP1-GFP in S. cerevisiae | S. cerevisiae AGP1-GFP multiplex flow cytometry, 3 h; GFP as percent of DMSO wells | GFP response vs DMSO, % at 10 µM | 0.02% of 320,000 active;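 active means GFP response relative to DMSO above a set limit, near screen average plus 3 SD, cut at about 150% in these data; inconclusive means fewer than 70 cells counted for the yeast strain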;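 further: median GFP channel fluorescence of the gated AGP1 strain per well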
LAP4-GFP MLPCN: alters LAP4-GFP fluorescence in TOR pathway yeast screen; S. cerevisiae LAP4-GFP multiplex, flow cytometry GFP, 3 h; median GFP as percent of DMSO wells; GFP response vs DMSO, % at 10 µM; 0.34% of 320,000 active;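 active means GFP response vs DMSO above a set limit, about the screen mean plus 3 SD, cut at about 150% in these data; inconclusive means under 70 cell events counted for the yeast strain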
RPL19A-GFP yeast: modulators of TOR pathway RPL19A-GFP in S. cerevisiae | S. cerevisiae RPL19A-GFP strain, flow cytometry, 3 h; stronger effect = lower value | percent response vs DMSO, % at 10 µM | 0.3% of 330,000 active;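 active means percent response vs DMSO below 50%; inconclusive means fewer than 70 events counted for the yeast strain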;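 further: median channel GFP fluorescence of the barcoded RPL19A-GFP strain; ratio of sample median GFP to plate DMSO average so 100% = DMSO; lower means less RPL19A-GFP as with rapamycin TOR inhibition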
MEP2 TOR yeast: alters MEP2-GFP fluorescence in TOR pathway yeast screen. 0.51% of 330,000 active. GFP response vs DMSO, % at 10 µM. AID 2016. S. cerevisiae MEP2-GFP strain, flow cytometry GFP, 3 h; 100% = DMSO control level;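 active means GFP response versus DMSO above a set limit, roughly screen mean plus 3 SD, cut at about 180% in these data; inconclusive means fewer than 70 cells counted for a yeast strain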;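 further: median GFP fluorescence of the barcode-gated MEP2-GFP cells per well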
CIT2-GFP yeast: modulators of TOR pathway CIT2-GFP in S. cerevisiae; AID 2029; 0.065% of 320,000 active; S. cerevisiae CIT2-GFP strain, flow cytometry, 3 h; 100 means same as DMSO wells; GFP response vs DMSO, % at 10 µM;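 active means GFP response relative to DMSO above a set limit, near the screen mean plus 3 SD, cut at about 150% in these data; inconclusive means Fewer than 70 cells measured for a yeast strain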;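 further: ratio of well median GFP fluorescence to mean of DMSO wells on the plate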
CR mimetic SO: yeast age-related superoxide inhibition as caloric restriction mimetic; 0.18% of 330,000 active; AID 2690; S. cerevisiae aged cells, superoxide DHE fluorescence; stronger effect = lower value; superoxide response (% of plate mean), % at 10 µM;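 active means superoxide response under a set limit, about three screen SD below normal, cut at about 65% in these data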;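 further: yeast aged for seven days with compound at 30 °C before DHE staining; 100% = average MFI of all compound-treated wells on the plate with controls excluded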
Efflux pump mplx: antifungal efflux pump inhibition, Nile Red retention; S. cerevisiae Candida pump triplex; 0.44% of 330,000 active; inhibition, % at 10 µM;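 active means plate passing quality check with inhibition over a set limit, or well fluorescence over plate mean plus 4 SD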;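 further: Nile Red retained in pooled yeast measured as flow cytometry median fluorescence; 0% = buffer negative control and 100% = Enniatin B positive control; higher means more Nile Red kept so more efflux inhibition; some compounds called inactive have numbers as strong as hits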
Active calls of the source: *; ? = inconclusive; / = not tested or not shown; [ ] = another dose, or the depositor's remark. No enrichment for hits; about 3.9% have a hit in one of these screens.

SMILES	AHR activator	AGP1-GFP MLPCN	LAP4-GFP MLPCN	RPL19A-GFP yeast	MEP2 TOR yeast	CIT2-GFP yeast	CR mimetic SO	Efflux pump mplx
O=S(=O)(N/N=C\c1ccccc1O)c1ccc(Cl)cc1	/	86	74	109	106	74	104	-0.1
Cc1cccnc1NC(=O)Nc1ccc(Cl)cc1	74*	92	83	109	108	107	90	0.2
CC1CCCCN1Cc1c(O)ccc2c(=O)c(-c3nc4ccccc4s3)c(N)oc12 (stereo not drawn)	32	100	94	100	103	97	124	0.0
COC(=O)c1c(NC(=O)CN2CCN(C(=O)c3ccco3)CC2)c2cc(C)ccc2n1C	28	103	90	104	109	101	108	0.0
C=CCNC(=O)N1c2ccccc2Sc2ccccc21	2	109	96	108	111	110	96	-0.2
Cc1cc(N)nc2nc(C(F)(F)F)nn12	-2	103	105	100	105	101	92	0.1
O=C(CN1CCCCCC1)Nc1ccccc1C(=O)Nc1ccccc1	10	103	109	100	113	97	96	0.1
CCc1ccc(-c2ccc(SCC(=O)Nc3nnc(C)s3)nn2)cc1	7	100	101	98	101	100	88	0.0
O=C(CCCc1c[nH]c2ccccc12)Nc1ncccc1O	/	86	86	104	95	90	93	-0.9
O=C(Nc1ccc(S(=O)(=O)N2CCc3ccccc3C2)cc1)c1ccccc1	1	96	96	93	96	100	90	-0.1
CC(C)OC(=O)c1ccc(N2CCN(c3ccccc3F)CC2)nc1	-1	95	95	102	104	99	74	0.5
Cc1cc(NC(=O)CCC(=O)N(CC(=O)NCC2CCCO2)c2ccccc2C)no1 (stereo not drawn)	4	101	100	100	99	96	103	0.0
Cc1nc2ccc(Br)cn2c(=O)c1Cl	-5	101	103	98	98	93	105	-0.1
CCc1ccc(C(=O)COC(=O)c2n[nH]c3ccccc23)cc1	7	107	105	98	105	99	99	-0.2
C=CCn1c(C(C)C)nc2ccccc21	0	96	98	98	101	97	108	0.1
O=C(CCc1ccccc1)OCCN1CCOCC1	-1	101	98	99	104	114	93	-0.3
CCOc1ccc(NC(=O)CCCN2C(=O)C(c3ccccc3)Oc3cccnc32)cc1 (stereo not drawn)	4	102	100	98	105	101	90	0.3
C(=N\n1cnnc1)/c1ccc(N2CCOCC2)cc1	2	93	95	92	92	88	114	0.2
CC(C)(C)NC(=O)C(c1ccncc1)N(Cc1ccco1)C(=O)c1ccc(-c2ccccc2)[nH]1 (stereo not drawn)	28	96	106	101	104	95	96	0.2
Cc1nnsc1-c1c(C(=O)N2CCOCC2)c(C)nn1-c1ccccc1	0	102	102	94	98	92	101	0.1
CCc1ccc(/C=N/NC(=O)c2cc(-c3cccc([N+](=O)[O-])c3)n[nH]2)cc1	13	103	102	94	94	95	93	-0.1
CCOC(=O)C1CCN(S(=O)(=O)c2ccc3c4c(cccc24)C(=O)N3CC)CC1	-1	99	89	103	106	107	95	-0.2
CCOC(=O)c1c(NC(=O)C(=O)N/N=C/c2ccc(O)c(OC)c2)sc2c1CCCCC2	4	102	91	109	114	118	89	-0.2
CCOc1ccccc1/C=N/OCC(=O)NCc1ccc(F)cc1	5	98	112	99	95	93	106	-0.2
O=C(NC(=S)Nc1ccc2oc(=O)ccc2c1)c1ccc(-c2cccc(Cl)c2Cl)o1	0	97	89	103	83	120	120	0.1

Next compounds follow:
SMILES	AHR activator	AGP1-GFP MLPCN	LAP4-GFP MLPCN	RPL19A-GFP yeast	MEP2 TOR yeast	CIT2-GFP yeast	CR mimetic SO	Efflux pump mplx
COc1cccc(NC(=O)C(=O)c2cn(CC(=O)N3CCOCC3)c3ccccc23)c1	17	95	96	100	105	101	136	0.1
CCOc1c2ccc(C(=O)NCc3ccc4c(c3)OCO4)cc2nn1CCOC	-2	76	120	96	95	72	96	-0.1
COc1cc(NC(=O)COC(=O)CCOc2ccc(C)cc2)cc(OC)c1	0	96	107	99	105	97	96	0.0
Cc1cc(C(=O)CN(Cc2ccc(F)cc2)S(=O)(=O)c2ccc3c(c2)OCCO3)c(C)n1C	3	97	99	98	101	91	90	0.1
CC1CC(c2ccccc2)n2nc(N3C(=O)c4ccccc4C3=O)nc2N1 (stereo not drawn)	1	/	105	103	99	105	101	0.1
CCn1c(CCCNC(=O)c2ccco2)nc2ccccc21	4	110	95	102	99	102	86	-0.1
COc1ccccc1C1CC(=O)NC(C)=C1C(=O)OCC(C)C (stereo not drawn)	-3	97	92	98	95	90	89	-0.1
COc1ccc(-c2nc3ccccc3c(=O)[nH]2)cc1	110*	97	92	104	105	93	107	0.1
COCC(=O)N1CCN(c2nc3ccccc3o2)CC1	-1	105	114	97	100	97	101	0.0
CC(C)(C)OC(=O)n1cc(C(=O)c2ccccc2O)cn1	9	94	82	102	99	99	105	0.0
C=CCNC(=O)CSc1nc2scc(-c3ccco3)c2c(=O)n1CC=C	6	101	100	101	95	104	116	0.0
CO/N=C\CC(=O)Nc1ccc(Cl)c(Cl)c1	3	108	116	105	113	120	95	0.1
CCN(CCCNC(=O)C1CCN(C(=O)c2cc3sccc3n2C)CC1)Cc1ccccc1	1	?	107[may fluoresce violet]	44*[may fluoresce violet]	283*[may fluoresce violet]	?	86	0.7
C/C(=N\N1CCN(c2ccccc2)CC1)c1ccncc1	0	97	93	97	93	98	99	-0.2
Cc1ccc(S(=O)(=O)N2CCOCC2)cc1C(=O)OCC(=O)NC1CCS(=O)(=O)C1 (stereo not drawn)	2	101	92	102	105	108	106	0.5
COc1cc(CCc2ccc3c(c2)OCO3)oc(=O)c1	4	93	106	99	102	93	98	0.1
O=[N+]([O-])c1cc(C(F)(F)F)cc([N+](=O)[O-])c1Sc1n[nH]c(C(F)(F)F)n1	1	97	109	97	96	85	110	0.2
CCC1C(=O)NCCN1C(=O)c1ccc2nc(Cc3ccc(OC)cc3)oc2c1 (stereo not drawn)	-1	111	101	109	109	113	97	-0.1
CC1CCCC(NC(=O)CC2Nc3ccccc3NC2=O)C1C (stereo not drawn)	4	102	99	98	110	106	96	-0.2
CCn1c(SCC(=O)c2ccc3ccccc3c2)nnc1-c1ccco1	78*	90	94	92	100	90	90	0.1
Cn1cccc1Cc1nnc(SCC(=O)NCc2ccco2)n1CCc1ccccc1	-1	106	104	99	107	106	89	-0.1
Cc1ccc(OCCOCCNC(C)(C)C)c([N+](=O)[O-])c1	-2	97	94	101	100	95	101	0.0
Cc1ccc(S(=O)(=O)N(NC2=NS(=O)(=O)c3ccccc32)C(=O)c2ccccc2)cc1	2	110	99	109	106	106	107	0.6
CC(=O)NC1=NN(C(C)=O)C(c2ccc(C(C)C)cc2)S1 (stereo not drawn)	0	99	99	103	105	103	107	0.0
CCOC(=O)Cn1c(CN(C)Cc2ccccc2)nc2c1c(=O)n(C)c(=O)n2C	1	107	98	103	109	104	88	0.0

New compounds follow.
SMILES	AHR activator	AGP1-GFP MLPCN	LAP4-GFP MLPCN	RPL19A-GFP yeast	MEP2 TOR yeast	CIT2-GFP yeast	CR mimetic SO	Efflux pump mplx
CC(=O)Nc1cc[n+](C(C)C(=O)c2ccc(Cl)cc2)cc1 (stereo not drawn)	1	103	98	99	93	99	95	0.0
CCOC(=O)c1cc(C)nc(SC)c1C#N	5	103	108	101	108	95	116	0.5
CC(C)NC(=O)Nc1ccc2c(c1)C(=O)N([C@H](C)CO)C[C@H](C)[C@@H](CN(C)C(=O)Nc1ccc(C(F)(F)F)cc1)O2	1	105	99	104	111	103	104	-0.1
O=C(CSc1ncn[nH]1)c1ccccc1	1	102	97	101	96	95	89	0.0
O=C(CSc1nnc(CNC(=O)c2c(F)cccc2Cl)o1)Nc1ccc2c(c1)OCCO2	6	94	/	95	94	94	99	0.1
c1ccc(-c2cn(-c3ccccc3)c3ncnc(N4CCCCC4)c23)cc1	3	94	106	93	91	80	94	0.0
O=C(CSc1nnc(Cn2c(=O)sc3ccccc32)n1-c1ccccc1)NCc1ccco1	0	106	105	101	109	98	102	0.6
O=C(COC(=O)CNC(=O)c1cccc([N+](=O)[O-])c1)Nc1cccc(S(=O)(=O)N2CCCCC2)c1	1	97	99	111	99	104	89	0.0
COc1ccc(CC(=O)Oc2ccc(C#N)cc2)cc1	4	93	85	101	105	100	102	0.0
Cc1nc2ccccc2c(=O)n1NC(=O)c1ccc([N+](=O)[O-])cc1Cl	2	97	102	96	98	102	107	-0.1
COc1ccc(N(CC(=O)NC2CCCCC2)C(=O)CNC(=O)c2ccco2)cc1OC	3	104	106	101	105	97	89	0.1
Nc1cccc2c1C(=O)N(CCOc1ccccc1F)C2=O	77*	96	105	102	104	99	87	0.0
O=C(CCNC(=O)c1ccccc1)NCCCc1ccccc1	2	98	93	96	93	104	92	0.2
CCn1c(SCC(=O)NC2=NCCS2)nnc1C(C)NC(=O)c1ccc(Cl)cc1 (stereo not drawn)	1	100	93	101	107	108	83	0.0
Cc1ccc(NC(=O)C2C(c3ccccc3)C=CC(c3ccccc3)C2C(=O)O)cc1 (stereo not drawn)	-1	101	102	107	99	107	85	-0.1
CNCC(O)Cn1c(C(F)(F)F)nc2ccccc21 (stereo not drawn)	0	103	108	104	98	101	85	0.0
COc1cc(/C=N/Nc2ccccn2)ccc1O	27	104	93	103	107	103	108	-0.2
Cc1sc(NC(=O)Cn2nc(C(F)(F)F)cc2C)c(C(=O)OC(C)C)c1C	0	103	101	104	106	101	99	-0.1
CCCOc1ccc(CCN2CCC(=O)NC2=O)cc1C	36	104	93	98	95	102	95	-0.1
CCOCc1nnc(NC(=O)c2cc(OC)cc(OC)c2)s1	36	100	105	96	99	100	105	0.1
COc1ccc(C(=O)NCCc2nnc3ccc(SCC(=O)NCc4ccc(F)cc4)nn23)cc1	-3	101	96	106	104	106	107	0.1
COc1ccccc1N1CCN(/N=C/C(Cl)=C/c2ccccc2)CC1	-2	100	111	102	101	101	96	0.1
CCn1nc(C)cc1-c1nnc(SCC(=O)Nc2ccccc2)n1CCCOC	-2	106	111	99	96	92	99	-0.1
O=C(CCN1C(=O)c2ccccc2C1=O)NNC(=O)c1ccc(Cl)cc1Cl	1	95	89	98	104	97	82	0.2
O=C(CSCc1ccc(Cl)cc1)N/N=C/c1ccccc1	11	96	106	98	100	88	94	0.0

Remaining list, next part
SMILES	AHR activator	AGP1-GFP MLPCN	LAP4-GFP MLPCN	RPL19A-GFP yeast	MEP2 TOR yeast	CIT2-GFP yeast	CR mimetic SO	Efflux pump mplx
CCN(CC)S(=O)(=O)c1ccc(N2CCOCC2)c(NC(=O)c2sccc2C)c1	-1	106	108	105	105	104	101	0.4
Cc1cc(C)nc(NS(=O)(=O)c2ccc(NC(=O)c3ccc(S(=O)(=O)N4CCOCC4)cc3)cc2)n1	0	99	103	98	101	100	94	0.0
C/C(=N\NC(=O)CNc1cccc(C)c1)c1ccc(Br)s1	71*	100	95	100	103	97	90	-0.3
COc1ccccc1C1CCN(C(=O)c2ccc(Cl)cc2)CC1	1	93	111	95	93	76	37*	0.2
CCC(C(=O)OCC(=O)Nc1ccc(C)c(S(=O)(=O)N2CCOCC2)c1)c1ccccc1 (stereo not drawn)	5	96	105	95	94	85	137	0.2
O=C(CCc1ccccc1)Nc1nc2n(n1)C(c1ccccc1)CC(=O)N2 (stereo not drawn)	0	98	99	97	102	103	93	0.1
O=C(c1ccco1)N1CCCC(c2nc3c(nnn3Cc3ccccc3)c(=O)[nH]2)C1 (stereo not drawn)	-1	101	97	108	109	104	99	0.0
Cc1ccc(Nc2nc3c([nH]2)c(=O)[nH]c(=O)n3C)cc1	13	/	89	87	86	84	103	0.1
Cc1ccc(/C=N/N=C2\SCC(=O)N2CC2CC2)cc1	-1	114	139	103	111	99	106	-0.1
